AT treatment – candidate therapy for ataxia-telangiectasia | […] A-T fibroblasts, KAP-1 phosphorylation AlphaLISA; neocarzinostatin DNA damage 30 min before lysis | Potency, µM (top dose mostly 57.5 µM), for the others: top-dose activation, usual class: activators | 0.19% of 320,000 active; note: potency is the fitted concentration of half-maximal effect; % of control where 0% means no effect; nearly all actives have a fitted effect of over 45% in size
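hTERT-immortalized A-T patient fibroblasts ([…]), 500 cells/well in OPTI-MEM, 1% FBS, got compounds for 60 min, then NCS for 30 min at 37C. Lysates were then assayed for phospho-KAP-1 by AlphaLISA (anti-pKAP1 donor, anti-KAP1 acceptor beads), 6 hr at 25C.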
MBNL1 CUG block – inhibitors of human MBNL1 binding to CUG repeat RNA; AID 2675; 0.036% of 280,000 active; TR-FRET MBNL1-His/biotin-(CUG)12 binding, 665/545 ratio; Potency, µM (top dose mostly 57.5 µM), without a hit: at the highest dose activity change, negative = inhibition, most hits filed as inhibitors; Q9NR56; active = well fitted inhibition curve with a large enough effect in the signal ratio, with a control signal flat, not every such curve was filed as active; inconclusive = small, poorly fitted or top-dose-only effect, or effect the other way, or a change in a side signal; inactive = no such curve, though single readings can be large or run the other way; the % refers to the signal ratio; note: potency is the fitted concentration of half-maximal effect; % is set by controls: 0 for no effect and ±100 for the full control effect
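Compound titration spanned 92 nM–58 uM against the MBNL1-His/biotin-(CUG)12 complex. After 60 min at room temperature with 5 nM streptavidin-XL665 and 0.055 ng/ul terbium anti-His, ratiometric 665/545 nm emission (Ex 340 nm) normalized to controls.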
TSHR antag – blocks TSH signaling through the human TSH receptor. P16473. TSHR-expressing cells, TSH-stimulated cAMP HTRF, 2 h; active compounds read low. activity change, negative = inhibition, % at 11.5 µM. 0.2% of 330,000 active. AID 504810;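 active = activity change below a set negative limit, meaning inhibition stronger than a set level, cut at about -70% in these data; inconclusive = activity change between two set negative limits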; note: % is set by controls: 0 for no effect and ±100 for the full control effect
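Inhibition of cAMP made by TSHR-expressing cells under TSH stimulation (4nM final, EC80; 2 h, 37 deg C) is quantified with a one-step lysis HTRF kit, anti-cAMP cryptate versus cAMP-d2.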
TSG101-PTAP inh – blocks PTAP/TSG101 interaction to inhibit HIV-1 budding; Q99816; AID 493005; Fluorescence polarization, FITC-PTAP peptide / Tsg101 binding; 340,000 tested, under 10 active; Potency, µM (top dose mostly 115 µM), inactives show top-dose activity change, negative = inhibition, actives largely listed as inhibitors; active = well fitted inhibition curve with a large enough effect in the main read-out, with a control signal flat, not every such curve was filed as active; inconclusive = small, poorly fitted or top-dose-only effect, or effect the other way, or a change in a side signal; inactive = no such curve, though single readings can be large or run the other way; note: potency is the fitted concentration of half-maximal effect; % of control where 0% means no effect
Target sequence (Q99816 whole entry, looked up): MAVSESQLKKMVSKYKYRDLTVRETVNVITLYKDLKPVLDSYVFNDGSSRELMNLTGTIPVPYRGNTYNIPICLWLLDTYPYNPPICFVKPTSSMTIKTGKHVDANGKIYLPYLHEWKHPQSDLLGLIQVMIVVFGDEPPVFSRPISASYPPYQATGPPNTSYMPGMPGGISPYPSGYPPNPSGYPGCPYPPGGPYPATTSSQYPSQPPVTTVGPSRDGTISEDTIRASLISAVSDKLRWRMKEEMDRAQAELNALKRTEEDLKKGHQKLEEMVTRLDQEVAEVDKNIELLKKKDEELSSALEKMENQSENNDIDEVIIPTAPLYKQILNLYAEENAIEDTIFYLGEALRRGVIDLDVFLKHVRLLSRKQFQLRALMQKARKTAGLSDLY
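Steps: Tsg101 binding domain dispensed (10 uM final), compounds pinned in DMSO, FITC-labeled PTAP-motif peptide added (50 nM final); after 20 min binding at room temperature, polarization measured.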
Mito fusion act – inhibitors of mitochondrial division or activators of mitochondrial fusion; S. cerevisiae fusion-defective mutant growth rescue, CellTiterGlo 48 h; Potency, µM (top dose mostly 46.1 µM), for the others: at the highest dose growth rescue (activation), actives largely listed as activators; 0.23% of 320,000 active; AID 485298;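 note: potency is the fitted concentration of half-maximal effect; % of control where 0% means no effect; nearly all actives have a fitted effect of over 45% in size; temperature-sensitive fusion mutants such as fzo1-1 at 37 °C on non-fermentable ethanol glycerol medium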
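S. cerevisiae fusion-defective temperature-sensitive mutants (e.g. fzo1-1, mgm1-5) grown 48 h at 37C in YPEG (ethanol/glycerol non-fermentable) medium with 23 nl compound per well; growth rescue read as CellTiterGlo luminescence.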
Menin-MLL TR inh – inhibitors of human menin-MLL interaction, mutant MLL peptide | O00255 | Menin + Texas Red MLL mutant peptide, fluorescence polarization | Potency, µM (top dose mostly 61.6 µM), for the others: top-dose FP activity change, negative = inhibition, most hits filed as inhibitors | 0.23% of 270,000 active | AID 1768; active = well fitted inhibition curve with a large enough effect in the polarisation, with a control signal flat, not every such curve was filed as active; inconclusive = small, poorly fitted or top-dose-only effect, or effect the other way, or a change in a side signal; inactive = no such curve, though single readings can be large or run the other way; the % refers to the polarisation; note: potency is the fitted concentration of half-maximal effect; % of control where 0% means no effect; many of its hits are not listed in these tables
a7 integrin act – integrin-mediated muscular dystrophy alleviation activation | alpha7betagal myoblasts, beta-gal FDG fluorescence, 48 h | AID 624291 | Potency, µM (series often up to 38.3 µM), inactives show top-dose activation, hits mostly activators | 0.064% of 350,000 active;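 note: potency is the fitted concentration of half-maximal effect; 100% = response of the positive control SU9516; nearly all actives have a fitted effect of over 60% in size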
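alpha7betagal+/- myoblasts (passage 13, 250/well) treated 48 h at 37C with compounds at 1:260 dilution of DMSO stock. Lysed, then beta-galactosidase activity read as FDG fluorescence (ex 480/em 540) after 30 min, with pre-read for autofluorescence.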
TCR act – activates T cell receptor signaling; 330,000 tested, under 10 active; primary human leukocytes, anti-CD3, IL-2 HTRF, 48 h; Potency, µM (series often up to 9.22 µM), without a hit: top-dose activation of IL-2 secretion, hits mostly activators; note: % of control where 0% means no effect
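Primary human leukocytes were stimulated with a-CD3 beads plus compounds for 48 hr without co-stimulation; secreted IL-2 was quantified by HTRF using a-IL-2-K (europium cryptate) and a-IL-2-d2, excited at 320nm with acceptor emission read at 665nm.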
ASM inhibitor – blocks human secretory acid sphingomyelinase. P17405. placental ASM, HMU-PC fluorogenic substrate, 60 min. Potency, µM (doses to about 57.5 µM), inactives show top-dose activity change, negative = inhibition, most hits filed as inhibitors. 0.006% of 340,000 active; note: potency is the fitted concentration of half-maximal effect
Target sequence (P17405 47-631 limits assumed): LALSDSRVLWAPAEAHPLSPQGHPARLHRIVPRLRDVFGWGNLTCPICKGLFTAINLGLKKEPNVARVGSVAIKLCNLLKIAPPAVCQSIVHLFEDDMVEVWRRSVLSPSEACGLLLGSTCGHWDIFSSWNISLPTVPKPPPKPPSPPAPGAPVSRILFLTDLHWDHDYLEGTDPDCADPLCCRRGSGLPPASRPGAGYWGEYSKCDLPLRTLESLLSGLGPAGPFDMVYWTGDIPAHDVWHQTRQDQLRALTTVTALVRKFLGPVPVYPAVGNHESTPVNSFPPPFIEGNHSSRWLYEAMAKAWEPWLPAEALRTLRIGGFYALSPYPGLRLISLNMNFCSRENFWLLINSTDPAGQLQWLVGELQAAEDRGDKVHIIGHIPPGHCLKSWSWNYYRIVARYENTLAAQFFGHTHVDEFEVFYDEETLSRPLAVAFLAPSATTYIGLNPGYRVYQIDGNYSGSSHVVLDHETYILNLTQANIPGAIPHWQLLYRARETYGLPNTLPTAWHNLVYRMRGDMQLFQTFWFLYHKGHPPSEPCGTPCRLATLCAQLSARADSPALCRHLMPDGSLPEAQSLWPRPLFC
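qHTS format. ASM enzyme prepared from human placenta hydrolyses the fluorogenic substrate HMU-PC0 (9 uM final) over 60 min at 37 °C after a 10 min compound preincubation.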
CXXC DNA block – blocks binding of human MLL CXXC domain to DNA. Q03164. MLL-CXXC / FITC-HOXA9 DNA fluorescence polarization. Potency, µM (doses to about 115 µM), without a hit: at the top dose activity change, negative = inhibition, most hits filed as inhibitors. 0.037% of 290,000 active. AID 2662; active = well fitted inhibition curve with a large enough effect in the polarisation, with a control signal flat, not every such curve was filed as active; inconclusive = small, poorly fitted or top-dose-only effect, or effect the other way, or a change in a side signal; inactive = no such curve, though single readings can be large or run the other way; the % refers to the polarisation; note: potency is the fitted concentration of half-maximal effect
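Fluorescence polarization: 7 uM MLL-CXXC (stock) preincubated 5 min with compounds, then 50 nM fluorescein-HOX-A9 DNA (stock) added; 30 min ambient. Buffer 50 mM Tris-HCl pH 7.5, 50 mM NaCl, 1 mM DTT, 0.05% BSA.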
An asterisk follows results filed as active; u = inconclusive; x = not tested or not shown; [ ] = dose if it differs, or a comment. Unless noted, calls come from the whole dose curve; as a rule, active = well fitted curve in the direction sought with a large enough effect; inconclusive = small, poorly fitted or top-dose-only effect, or another doubt; inactive = no such curve, though single readings can be large; an effect the other way counts as inactive or inconclusive. The list is partial, so the mix of outcomes need not match the whole.

Values run as follows: Menin-MLL TR inh, a7 integrin act, AT treatment, TSHR antag, MBNL1 CUG block, TCR act, Mito fusion act, ASM inhibitor, TSG101-PTAP inh, CXXC DNA block
COc1ccc(-c2coc3cc(O[C@@H]4O[C@H](CO)[C@@H](O)[C@H](O)[C@H]4O)ccc3c2=O)cc1
  x, 13%, 6%, -14, x, -53%, x, 10%, -5%, x
CCN1CCN(C(=O)N2CCOCC2)CC1
  26%, u, 6%, 27, 5%, 2%, -2%, 7%, -6%, -18%
Cc1nc2ccccc2nc1OCc1cccc(Cl)c1
  -4%, -4%, 3%, -5, 33%[activator], -4%[46.1 µM], 8%, -5%, -4%, 7%
Cc1ccc(C(C(=O)NC(C)(C)C)N(Cc2cccs2)C(=O)c2csnn2)cc1 (stereo not drawn)
  x, 13%, x, x, x, -5%, x, 0%, -4%, x
O=C(Nc1ccc(-c2ccc3nncn3n2)cc1)C1CCCC1
  25%, 28%, 3%, -2, u, -5%, 2%, 8%, 0%, 14%
Cc1nc(N2CCOCC2)nc(N2CCC(C)CC2)c1[N+](=O)[O-]
  x, -21%, -10%, 16, -4%, -1%, 6%, -17%, -3%, -13%
CN(C)c1ccc(/C=C/c2ccc3ccccc3[n+]2C)cc1
  u, -46%[inhibitor], -6%, u, u, u, -16%, -22%, 8%, u
COc1ccc2[nH]cc(CCN=C3SCC(=O)N3C)c2c1
  5%, 13%, x, 5, -11%, 4%, 1%, 3%, -1%, -5%
CCOc1ccc(-n2c(-c3ccco3)nc3c(cnn3-c3ccc(C)cc3)c2=O)cc1
  x, -23%, 4%, -9, -7%, 5%, -8%, 2%, 1%, 9%
CCN(C(=O)Cn1cnc2c1c(=O)n(C)c(=O)n2C)C1CCCCC1
  x, 2%, 11%, 8, x, 2%, -7%, -2%, 1%, x
O=C(CSc1nnc(COc2ccc(F)cc2)o1)N1CCCCC1
  -5%, 0%, 4%, 11, -1%, 6%, 8%, 2%, -3%, 6%
COc1ccc(C(=O)NCCS(=O)(=O)NCc2cccnc2)cc1
  x, 16%, -2%, -1, x, -3%, -2%, -4%, -4%, x
Cc1ccc(-c2cc(C(=O)Nc3cc(C)on3)c3ccccc3n2)cc1
  -11%, u, -1%, 6, 7%, -11%[46.1 µM], 1%, 2%, -1%, 9%
CCCCCOc1ccc(CSCCNC(=S)Nc2ccccc2)cc1
  -8%, 1%, 3%, -25, -9%, 3%[46.1 µM], 15%, -4%, -2%, 13%
O=C(CCNC(=O)c1ccc([N+](=O)[O-])cc1)Nc1cc(Cl)ccc1N1CCOCC1
  x, u, 7%, 5, x, 4%, -1%, -1%, -5%, x
O=C(CN1C(=O)C(c2ccc(F)cc2)=NC12CCCC2)Nc1ccc(F)cc1
  -15%, -8%, 8%, -38, 10%, -5%, 5%, -4%, -1%, 27%
COCCN(Cc1nc2ccccc2c(=O)[nH]1)C(=O)c1cccc(S(=O)(=O)N2CCCC2)c1
  x, 0%, 9%, 3, x, -3%, 1%, 0%, -1%, x
O=C(COc1ccc2ccc(=O)oc2c1)NCCc1c[nH]c2ccc(F)cc12
  x, -6%, 13%, 9, 0%, -3%, -8%, 0%, 5%, 3%
CCOc1cc(C)c(S(=O)(=O)Nc2ccc3cn[nH]c3c2)cc1C
  31%[activator], -47%[inhibitor], 14%, -9, -22%, 1%, 9%, -11%, -7%, 4%
CC(C(=O)N(C)c1ccccc1)N1CCN(C(=O)c2ccccc2)CC1 (stereo not drawn)
  3%, -4%, -4%, -2, 4%, 5%, -7%, 4%, 1%, 31%[activator]
CCCn1c(=N)c(C(=O)NC2CCCC2)cc2c(=O)n3cccc(C)c3nc21
  -16%, -33%, 7%, 1, u, 0%[46.1 µM], 5%, x, -3%, -9%
O=S(=O)(c1cccc(Br)c1)N1CCN(S(=O)(=O)c2ccc3c(c2)OCCO3)CC1
  x, x, 4%, 0, x, -7%, x, -4%, -1%, x
COC(=O)c1ccc(CNC(=O)C(NC(=O)c2ccco2)C(C)C)cc1 (stereo not drawn)
  11%, -3%, -1%, -14, -2%, -3%, 2%, 1%, -3%, 2%
CCOc1ccc(NC(=O)C(C)SC(N)=O)cc1 (stereo not drawn)
  -5%, 0%, -5%, -10, -15%, 5%, 5%, 1%, -1%, -17%
C[C@]12CCC(=O)C=C1C=C[C@@H]1[C@@H]2CC[C@@]2(C)[C@H]1CC[C@@]21CCC(=O)O1
  -15%, -3%, 3%, 3, u, 4%, 4%, 0%, -13%, 1%
CC1CCc2cc(F)ccc2N1C(=O)CSc1nnc2c(n1)[nH]c1ccccc12 (stereo not drawn)
  11%, 10%, 4%, -1, -12%, -5%, u, -11%, 1%, 15%
O=C(CCNC(=O)c1ccc(Br)cc1)NCCCSc1ccccc1
  x, 7%, -2%, -1, x, 5%, -5%, 3%, 0%, x
Cc1cc(C)cc(NC(=O)C2CCN(c3nccs3)CC2)c1
  -1%, -23%, 5%, -2, 1%, 7%, -2%, -1%, -1%, 5%
COc1ccc(N(CC(=O)N2CCCCCC2)S(=O)(=O)c2c(C)[nH]c(=O)[nH]c2=O)cc1
  6%, 2%, 9%, -3, 8%, 12%, 0%, 4%, -1%, -3%
Cc1c(Cc2ccc3c(c2)OCO3)sc(NC(=O)C(C)(C)C)c1C#N
  -6%, -41%, 5%, -2, -4%, 8%, 1%, -16%, -2%, 1%
O=C(NC1CCCN(Cc2ccc(Cl)cc2)C1)c1cccc(N2CCCC2=O)c1 (stereo not drawn)
  x, 12%, 11%, -23, 0%, 1%, -1%, 0%, -3%, 42%[activator]
COc1ccc2[nH]c(C)c(CCN3C(=O)C4C5C=CC(C5)C4C3=O)c2c1 (stereo not drawn)
  -4%, 0%, 5%, -23, 8%, 0%, -1%, -2%, -1%, 8%
O=C(Nc1cccc(O)c1)C(=O)Nc1ccccn1
  -4%, 24%, 2%, 24, -1%, -2%[46.1 µM], 2%, x, -1%, -14%
CC1Cc2c([nH]c3ccccc23)C2c3ccccc3CN12 (stereo not drawn)
  u, u, 10%, -31, 0%, 3%, -15%, 51%[activator], 1%, 64%[activator]
CCc1cccc2c(C(=O)COC(=O)/C=C/c3ccccc3OC)c[nH]c12
  u, 3%, 1%, -11, -11%, 3%[46.1 µM], -2%, -5%, -1%, -8%
O=[n+]1c2c(n([O-])c3cc(Cl)ccc31)CCCC2
  9%, -3%, 4%, -2, u, 5%, 3%, 3%, -2%, -1%
O=C(Nc1ccccc1N1CCN(C(=O)c2ccc(Cl)cc2)CC1)c1ccc([N+](=O)[O-])o1
  x, -67%[inhibitor], 2%, -18, u, 0%, -8%, -6%, -2%, 1%
O=C1C=CC(=Nc2ccc3c(c2)Cc2cc(F)ccc2-3)O1
  x, -39%, x, x, x, 1%, x, 7%, -3%, x
Cc1ccc(S(=O)(=O)CCc2nnc(NC(=O)c3ccccn3)s2)cc1
  -12%, 4%, x, 1, 11%, 0%, -6%, 4%, -4%, 14%
COc1ccc(NC(=S)N(CCCN2CCCCC2)Cc2cccs2)cc1
  -17%, u, 1%, 4, x, -5%, -7%, -1%, 2%, 11%
Cc1ccc(/C=N/NC(=O)c2nnn(-c3nonc3N)c2CNc2ccccc2)cc1
  x, -1%, 1%, -4, -4%, -2%, 2%, -2%, 2%, 12%
Cc1ccccc1CN1CCNC(=O)C1CC(=O)NC1CCCCCCC1 (stereo not drawn)
  u, 13%, 4%, 7, -3%, 2%, 2%, 10%, 0%, u
O=C(NC1CCCCC1)N1CCCC(c2nc(-c3cccs3)no2)C1 (stereo not drawn)
  u, 21%, 0%, -21, -22%, 0%, 3%, -2%, -5%, 5%
O=C(O)c1ccc(N2CCCCS2(=O)=O)cc1
  4%, 4%, 4%, -2, -1%, 6%, 3%, 2%, 2%, -9%
CN(C)S(=O)(=O)c1ccc(NC(=O)Cn2nc(-c3ccc4c(c3)OCCO4)ccc2=O)cc1
  x, -4%, x, x, x, 1%, x, -1%, 0%, x
NC(=O)CNc1ncc(C(F)(F)F)cc1Cl
  0%, -20%, 0%, 8, -3%, 1%, -4%, 1%, -1%, -1%
